MCL1-BIM inh: MCL1-BIM-BH3 interaction inhibition (human); GST-MCL1 / FITC-Bim-BH3 fluorescence polarization; inhibition, % at 10.9 µM; 320,000 tested, 0.68% active; AID 2057;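 active = inhibition above the mean inhibition of all tested compounds plus 3 SD, set per campaign, cut at about 40% in these data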;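 also: 0% = DMSO wells and 100% = unlabeled Bim-BH3 peptide control; higher means more loss of mP so more displacement of Bim peptide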
BCLXL inh: blocks human Bcl-xL binding to Bim BH3 peptide; GST-Bcl-xL / FITC-Bim BH3 peptide fluorescence polarization; inhibition, % at 10.9 µM; 320,000 tested, 0.7% active;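 active = inhibition above the mean of all tested compounds plus 3 SD, cutoff set per campaign, cut at about 30% in these data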;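 also: 0% = DMSO wells and 100% = unlabeled Bim-BH3 peptide competitor; inhibitors lower millipolarization by displacing the labeled peptide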
Target sequence (Q07817 whole entry, looked up): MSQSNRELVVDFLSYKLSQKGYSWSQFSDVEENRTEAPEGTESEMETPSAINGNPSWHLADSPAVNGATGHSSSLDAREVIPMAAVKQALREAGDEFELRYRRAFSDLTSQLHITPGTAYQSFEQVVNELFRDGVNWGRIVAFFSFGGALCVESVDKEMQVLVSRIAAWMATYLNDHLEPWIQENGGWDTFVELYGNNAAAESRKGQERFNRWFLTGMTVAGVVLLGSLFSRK
MEX-5 binding: C. elegans MEX-5 TCR-2 RNA binding activity | Q9XUB2 | MEX-5/FITC-TCR2 RNA binding, fluorescence polarization; active compounds read low | activity score (negative = inhibition of binding), % at 10 µM | 300,000 tested, 0.38% active | AID 1832;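 active = inhibition past about -25% in most replicates, and total fluorescence under double the plate's negative control median, limit read from the data; inconclusive = replicates evenly split on the limit, or fluorescence at least double controls; inactive = too little inhibition in most replicates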;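 also: 0% = DMSO and -100% = 5 µM competing unlabeled TCR2 RNA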
PAD4 FP inh: blocks human protein arginine deiminase 4. recombinant PAD4, RCA probe fluorescence polarization. 330,000 tested, 0.41% active. AID 485272. inhibition, % at 6.36 µM. Q9UM07;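 active = percent inhibition above a cutoff equal to the mean of all tested compounds plus 3 SD, cut at about 15% in these data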;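 also: 0% = PAD4 with RCA probe and DMSO and 100% = probe without PAD4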
Fam108B counter: blocks mouse Fam108B hydrolase in RBBP9 counter-screen | recombinant Fam108B, FP-Rh probe fluorescence polarization | 300,000 tested, 0.33% active | inhibition, % at 9.51 µM;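 active = inhibition above the screen mean inhibition plus 3 SD, computed separately per campaign, cut at about 18% in these data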;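 also: inhibitors lower polarization as less probe binds the enzyme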
GSTO1 counter: counter-screen for RBBP9 inhibitors: inhibitors of human GSTO1. 300,000 tested, 1.1% active. recombinant GSTO1, activity-based probe fluorescence polarization. P78417. AID 1974. inhibition, % at 5.96 µM;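 active = inhibition above the campaign mean inhibition plus 3 SD, cut at about 35% in these data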;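 also: 0% = GSTO1-1 with DMSO and 100% = wells lacking GSTO1-1 enzyme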
Target sequence (P78417 whole entry, looked up): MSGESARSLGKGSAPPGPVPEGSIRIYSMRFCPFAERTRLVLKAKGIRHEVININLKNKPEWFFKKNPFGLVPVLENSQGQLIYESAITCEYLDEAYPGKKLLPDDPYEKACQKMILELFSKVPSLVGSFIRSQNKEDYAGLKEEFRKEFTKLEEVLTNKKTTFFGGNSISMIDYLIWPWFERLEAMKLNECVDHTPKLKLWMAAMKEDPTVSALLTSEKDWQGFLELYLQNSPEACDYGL
GLD-1 TGE inh: GLD-1-TGE RNA interaction inhibition (C. elegans) | purified GLD-1 + fluorescein TGE RNA, fluorescence polarization | inhibition, % at 5.96 µM | 320,000 tested, 0.44% active;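 active = percent inhibition above a per-plate cutoff, the plate mean of test compounds plus 3 SD, cut at about 30% in these data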;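 also: 0% = DMSO wells with GLD-1 and probe and 100% = wells lacking GLD-1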
TPT1 inh: inhibitors of Candida albicans tRNA 2'-phosphotransferase TPT1 | recombinant caTPT1, FP RNA substrate dephosphorylation | inhibition, % at 5 µM | 300,000 tested, 0.81% active | AID 1962;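 active = inhibition above the mean of all tested compounds plus 3 SD, set per screening campaign, cut at about 24% in these data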;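 also: plate controls were DMSO alone for no effect and ferristatin control at 100 nM for full effect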
PME-1 inh: blocks human protein phosphatase methylesterase 1; recombinant PME-1, FP-Rh probe fluorescence polarization; inhibition, % at 5.9 µM; 320,000 tested, 0.53% active; AID 2130; Q9Y570;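 active = inhibition above the campaign mean of all compounds plus 3 SD, cut at about 26% in these data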;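 also: competitive labeling of PME-1 active site by serine hydrolase directed probe; 0% = PME-1 with DMSO and 100% = wells lacking PME-1 enzyme; inhibitors block probe labeling so polarization falls and inhibition rises; many of its hits are not listed in these tables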
Target sequence (Q9Y570 whole entry, looked up): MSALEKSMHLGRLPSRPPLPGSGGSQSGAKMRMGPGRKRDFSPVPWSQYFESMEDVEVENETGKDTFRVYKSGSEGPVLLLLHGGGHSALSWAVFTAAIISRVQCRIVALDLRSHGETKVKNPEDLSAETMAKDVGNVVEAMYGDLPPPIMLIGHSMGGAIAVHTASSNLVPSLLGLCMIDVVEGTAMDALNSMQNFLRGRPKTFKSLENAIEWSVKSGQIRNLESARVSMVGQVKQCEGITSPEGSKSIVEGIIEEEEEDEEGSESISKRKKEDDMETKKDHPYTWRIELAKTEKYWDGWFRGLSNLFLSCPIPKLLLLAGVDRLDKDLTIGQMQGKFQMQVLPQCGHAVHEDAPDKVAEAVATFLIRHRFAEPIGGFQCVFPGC
* marks the source's active call; other numbers are inactive results; ? = inconclusive; nt = no result given. Only part of the results is shown; the hit share may differ from the screen's.

SMILES	MCL1-BIM inh	BCLXL inh	MEX-5 binding	PAD4 FP inh	Fam108B counter	GSTO1 counter	GLD-1 TGE inh	TPT1 inh	PME-1 inh
Clc1ccccc1CONc1ncnc2nonc12	4	2	0.6	1	0	-2	5	0	0
O=C(Cc1cccs1)N1CCN=C1SCc1ccccc1F	4	-2	-0.1	-2	-3	-7	-11	2	1
COc1ccc(CN2CCNC(=O)C2CC(=O)NC2CCCCCC2)cc1C (stereo not drawn)	7	3	-1.3	-4	1	1	1	0	-2
Cc1ccccc1NC(=O)NC1CCCc2ccccc21 (stereo not drawn)	13	2	1.2	-2	2	-1	4	-2	4
O=C(N[C@@H](Cc1ccccc1)C(=O)NC1CCCCC1)c1ccco1	6	-1	0.3	1	5	0	-1	-2	-8
CCOc1ccc(S(=O)(=O)Nc2cccc(C(=O)NCC(c3ccco3)N3CCCC3)c2)cc1 (stereo not drawn)	10	8	nt	-3	nt	nt	2	nt	0
Cc1ccc(C(=O)O)cc1Nc1ncnc2sc3c(c12)CCC3	9	2	-1.7	1	-1	5	1	2	4
Cc1ccc(S(=O)(=O)NCCCCCC(=O)NC(C)(C)CO)cc1	0	5	-0.4	-8	1	9	0	0	0
CC(C)(C)NS(=O)(=O)c1ccc(CCC(=O)N2CCCC2)cc1	7	2	1.8	0	3	-3	9	-1	-7
CCN1CCN(S(=O)(=O)c2ccc(Cl)c(C(=O)Nc3cc(Cl)ccc3N3CCOCC3)c2)CC1	-30	-4	-1.1	2	1	0	2	0	2
Cc1ccccc1S(=O)(=O)N1CC(C(=O)O)=CC[C@H]1c1ccc(Cl)cc1	5	5	nt	-1	-5	0	7	2	2
Cc1ccc(C(=O)N2c3ccccc3N(Cc3ccccc3)C(=O)C2(C)C)cc1	6	0	-1.6	-1	8	-4	-2	-2	1
Cc1c(Cl)cccc1NC(=O)N1CCCC1	4	3	0.4	-1	3	2	0	-1	-1
COc1ccc(CCNC(=O)COC(=O)c2ccccc2NCCO)cc1OC	1	-1	0.1	-1	2	-5	4	-3	5
CCC1CCC(C(=O)NC(CCSC)C(=O)NCCN(CC(C)C)CC(C)C)CC1 (stereo not drawn)	4	9	-0.1	-1	-3	6	3	-1	-5
Nc1nc(Sc2ncccc2[N+](=O)[O-])n[nH]1	4	5	-13	-3	-1	9	3	-3	5
CCN(CC)CCN(Cc1cc2cc3c(cc2[nH]c1=O)OCO3)C(=S)NCC1CCCO1 (stereo not drawn)	7	6	1.5	4	3	-5	2	-4	0
COc1ccc(CNC(=O)c2ccc(=O)oc2)cc1OC	3	2	-0.7	-5	0	15	0	1	2
NNC(=O)c1sccc1OCc1ccc(F)cc1	-1	-4	1.4	-2	-3	0	1	1	0
O=C(c1sc2cc(Cl)ccc2c1Cl)N1CCN(CCc2ccccn2)CC1	4	8	3.8	4	2	1	-5	-2	16
COc1cc2ncnc(NCc3ccccc3C)c2cc1OC	-4	2	-4.3	-6	1	-2	2	-6	0
CCC(=O)c1ccc(OC(=O)N2CCOCC2)cc1	-2	5	0.4	-5	-4	5	11	-2	-7
Cc1cccc(C)c1OCC(=O)N(Cc1ccco1)C1CCS(=O)(=O)C1 (stereo not drawn)	8	-1	0.1	-3	-3	6	-1	-2	1
COc1cc(NC(=O)COC(=O)c2ccccc2SCC(=O)N2CCCC2)cc(OC)c1	0	3	1.9	5	1	6	1	-1	-1
Cc1ccc2c(c1)C(O)(C1COC(C)(C)CC1=O)C(=O)N2C (stereo not drawn)	7	5	-4.1	0	-1	3	1	-3	4

Later entries:
SMILES	MCL1-BIM inh	BCLXL inh	MEX-5 binding	PAD4 FP inh	Fam108B counter	GSTO1 counter	GLD-1 TGE inh	TPT1 inh	PME-1 inh
Cc1[nH]n(-c2ccccc2)c(=O)c1C(=O)c1ccc(Cl)cc1	-4	1	-0.9	-9	-2	7	-2	0	-1
O=C(NCc1cccnc1)c1noc2c1CCCCC2	5	-1	-1.6	0	0	8	4	1	3
Cc1ccc(C(=O)N(NC2=NS(=O)(=O)c3ccccc32)S(=O)(=O)c2ccc(C)cc2)cc1	5	10	0.6	-4	-4	1	3	-6	0
Cc1ccc(C(O)c2nc3ccccc3n2C(C)C)cc1 (stereo not drawn)	1	4	0.8	1	2	4	3	-4	-2
OCCCn1c(CCNc2nc(-c3ccc(F)cc3)cs2)nc2cc(C(F)(F)F)ccc21	12	4	-1.4	-2	4	-1	12	-5	3
Cc1cc(=O)c2c(C)nn(-c3ccccc3)c2[nH]1	-2	-1	0.8	4	8	2	-4	-2	2
Cc1nn(C)cc1NC(=O)c1ccc(Br)o1	2	2	2.7	3	-2	6	6	-4	4
CC1CC(C)CN(S(=O)(=O)c2ccc(C(=O)Nc3nnc(C4CC4)o3)cc2)C1 (stereo not drawn)	16	5	-1.7	1	1	3	-12	-7	7
COCCNS(=O)(=O)c1ccc(-c2ccc(C)cc2)cc1	5	0	0.5	-3	-1	5	0	0	2
CCOC(=O)c1sc(=S)n(-c2ccccc2Cl)c1C	10	5	nt	0	2	2	6	1	-4
Cc1ccccc1C(=O)NC(=S)Nc1sc2c(c1C#N)CCCC2	6	3	-0.4	0	-3	-4	-5	-2	0
O=C(COc1cccc(F)c1)NNC(=O)c1cccc(-n2cccc2)c1	3	1	0.6	-5	-1	-4	-6	2	-8
CCN(C(=O)CSc1nc2nc(C)cc(C)n2n1)C1CCS(=O)(=O)C1 (stereo not drawn)	-2	3	1.6	-5	-3	13	-1	1	-2
O=C(Cn1nnc2ccccc2c1=O)NCCc1ccc(F)cc1	5	-3	0.5	3	4	-1	1	0	0
CCOC(=O)CNC(=O)N(CCOC)CC1CCCN(C2Cc3ccccc3C2)C1 (stereo not drawn)	1	2	0.1	0	0	8	0	0	-4
COc1ccc(OCC(O)CN(CCO)CC(O)Cn2ccc3ccccc32)cc1 (stereo not drawn)	-2	3	0.2	2	1	6	11	1	-4
CCOC(=O)c1nc(Nc2ccc(N3CCC(C)CC3)cc2)c2ccccc2n1	10	4	-0.5	-1	6	-1	-2	-3	14
O=C(CSc1nnc(-c2ccccc2)n1CC1CCCO1)N1CCCC1 (stereo not drawn)	3	5	2.4	-3	-2	1	4	1	-1
COc1ccc(NC(=O)Nc2ccc(C)cc2Br)c(OC)c1	3	2	2.2	-3	-1	3	2	-3	6
O=C(NC1CCN(C(=O)N2c3ccccc3Sc3ccccc32)CC1)c1ccco1	-2	1	-1.6	-4	5	9	0	3	4
CC(=O)c1ccc2cccc3c2c1N=CN3C	28	33*	-6.2	8	6	28	13	-16	6
CCOC(=O)c1ccc2c(c1)nc(SCC(=O)c1cc3ccccc3o1)n2CC	-72	-49	1.5	-54	-32	-14	-34	33*	-37
CS(=O)(=O)N(CCc1ccccc1)CC(=O)N1CCN(Cc2ccc3c(c2)OCO3)CC1	12	5	-1.3	-4	-1	0	4	1	-1
OCCNc1nc(Nc2ccccc2O)nc(N2CCCC2)n1	2	1	-1.0	4	-1	12	-11	-2	2
COCC1CCN(Cc2nc(Cc3ccccc3Cl)no2)CC1	8	6	3.9	1	3	-1	-5	-2	-1

The last 3 compounds of the part above lead into the next.
SMILES	MCL1-BIM inh	BCLXL inh	MEX-5 binding	PAD4 FP inh	Fam108B counter	GSTO1 counter	GLD-1 TGE inh	TPT1 inh	PME-1 inh
CS(=O)(=O)N(CCc1ccccc1)CC(=O)N1CCN(Cc2ccc3c(c2)OCO3)CC1	12	5	-1.3	-4	-1	0	4	1	-1
OCCNc1nc(Nc2ccccc2O)nc(N2CCCC2)n1	2	1	-1.0	4	-1	12	-11	-2	2
COCC1CCN(Cc2nc(Cc3ccccc3Cl)no2)CC1	8	6	3.9	1	3	-1	-5	-2	-1
C=CCn1c(N)cc(=O)nc1SCC(=O)Nc1ccccc1	-7	-2	0.8	4	-3	-2	7	1	1
O=P(CCCCCCCCCP(=O)(c1ccccc1)c1ccccc1)(c1ccccc1)c1ccccc1	1	8	2.1	-1	4	-5	4	-4	13
C1CCCC(N2CCNCC2)CC1	12	7	2.1	2	5	7	15	0	-1
CCOc1ccc(N(CC(=O)N2CCN(C(=O)CN(c3ccc(OCC)cc3)S(C)(=O)=O)CC2)S(C)(=O)=O)cc1	-2	2	-1.0	0	-8	5	-4	-5	-2
O=C(CNC(=O)c1cc2ccccc2o1)NCc1cccs1	9	2	1.4	-5	4	0	1	3	-4
COc1ccc(C(C(=O)NCC2CCCO2)N(C(=O)CNC(=O)c2ccco2)c2cc(C)cc(C)c2)cc1OC (stereo not drawn)	10	4	-2.1	-5	0	3	6	-2	-5
Cc1cc(/C=c2/sc3nc4ccccc4n3c2=O)c(C)n1-c1ccccn1	6	-1	?	0	-2	-4	-1	5	-28
Cc1cc(NC(=O)CN2CCN(c3ncccn3)CC2)no1	0	3	-0.5	-2	3	2	2	2	-4
COc1ccc(N2CCN(CC(O)COc3ccc(F)cc3)CC2)cc1 (stereo not drawn)	2	3	-3.4	-3	4	10	-1	-8	-3
Cc1ccc(C(=O)NC2CC(C)(C)NC(C)(C)C2)c(C)c1	2	5	-0.2	-3	1	3	3	-5	5
COc1ccc(NS(=O)(=O)c2cccc(C(=O)NCC(c3ccc(OC)cc3)N3CCOCC3)c2)cc1 (stereo not drawn)	7	4	-3.2	2	-1	34	-3	1	-8
COc1cc(/C=N/Nc2ccc(C(=O)O)cc2)cc(OC)c1OC	-1	9	-1.3	1	-1	-2	-2	0	-7
O=C(CSc1ccc(-c2ccco2)nn1)NC1CCCCC1	11	5	nt	-4	-2	4	3	1	1
CCOc1ccc(OCC)c(-c2c(=O)n(OCc3ccccc3C(=O)OC)c3ccccc3[n+]2[O-])c1	4	3	-1.7	3	12	0	-8	-1	-1
c1ccc(-c2ncc3c(ccc4ccccc43)n2)cc1	1	7	1.1	-7	-3	1	3	-1	6
COc1ccc(CCNC(=O)CCCn2c(SCC#N)nc3ccccc3c2=O)cc1OC	2	-3	-1.1	0	-1	-1	14	-2	2
Nc1nc2c(ncn2CCC(CO)CO)c(=O)[nH]1	9	2	0.1	-6	-6	7	3	-4	-2
CCOc1ccccc1CNS(=O)(=O)c1cc(-c2cc(C)no2)ccc1OC	3	3	-1.7	-1	-2	-1	-2	-3	-1
C/C(=N/N1CCN(c2ccccn2)CC1)c1ccc([N+](=O)[O-])cc1	-1	4	-2.0	0	1	-2	3	-1	3
O=C(Nc1ccc(F)cc1F)c1cccnc1	-11	-1	3.4	-9	-1	-2	-5	0	-4
CCN(CC)c1nc(-c2ccccc2)ncc1S(=O)(=O)c1ccc(C)cc1	-4	2	1.2	-2	-3	0	-1	-5	3
Cc1cccc(C(CC(=O)N2CCCCC2)c2ccccc2)c1O (stereo not drawn)	9	2	0.2	2	1	-1	0	0	1
CCCCNC(=O)CSc1nc2ccccc2c(=O)n1CCNC(C)=O	-2	2	2.4	4	-2	1	4	-7	-1
COc1cccc(CNC(=O)CCCNC(=O)c2ccc(Cl)cc2)c1	-1	-7	-4.2	-2	-2	-4	-5	1	0
O=C(CCCCCn1c(=S)[nH]c2ccccc2c1=O)N1CCOCC1	-1	-1	0.5	2	3	11	4	4	0
CN(Cc1ccc(N(C)C)cc1)C(=O)c1cc2ccccc2o1	9	7	-0.3	-5	0	11	-2	3	0
NC(=O)c1nc(N2CCOCC2)nc(N2CCOCC2)n1	-2	1	-2.1	0	3	4	4	1	2
